Screens: PubChem, Small Molecule Screening Facility, UW Madison
PriA SSB inh = inhibitors of Klebsiella pneumoniae PriA binding to SSB C-terminal tail, primary screen, biochemical, AlphaScreen. PriA–SSB C-terminal tail interaction (Klebsiella pneumoniae). inhibition, % at 33 µM. AID 1272365, 2023. AlphaScreen SSBct-PriA binding, biotinylated peptide. hit rate 0.6% among 430,000; in the data active = inhibition mostly above about 37%, no sharp cut-off; inactive = mostly below about 20%;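 also: plate controls were negative control peptide for no effect and reference peptide for full effect; strong numbers were not always called active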
The depositor's hits bear a star; & = joins results of further samples.

The opening 4 records (preview)
SMILES	PriA SSB inh
O=C(CSc1nnc(-c2ccc(Br)cc2)n1-c1ccccc1)c1ccccc1	-2.0
CCC(=O)Nc1ccc(S(=O)(=O)N2CCS[C@H](c3ccccc3F)CC2)c(C)c1	2.0
Cc1cccc(-c2noc(Cn3cnc4c(nnn4Cc4cccc(F)c4)c3=O)n2)c1	-13.0
Cc1ccnc2ccc(C(=O)NC3CCN(c4ccccn4)C3)cc12 (stereo not drawn)	-2.0

Main list, repeating the preview:
SMILES	PriA SSB inh
O=C(CSc1nnc(-c2ccc(Br)cc2)n1-c1ccccc1)c1ccccc1	-2.0
CCC(=O)Nc1ccc(S(=O)(=O)N2CCS[C@H](c3ccccc3F)CC2)c(C)c1	2.0
Cc1cccc(-c2noc(Cn3cnc4c(nnn4Cc4cccc(F)c4)c3=O)n2)c1	-13.0
Cc1ccnc2ccc(C(=O)NC3CCN(c4ccccn4)C3)cc12 (stereo not drawn)	-2.0
COc1ccc(OC)c([C@H](c2c(NC(=O)c3ccco3)sc(C)c2C)N2CCOCC2)c1	4.0
Oc1ccc2ccccc2c1C=Nc1nc2c(s1)CCCC2	-14.5
O=C(NCc1cccc(Oc2ccc(F)cc2)c1)NCc1cccs1	-8.0
CCOC(=O)N1CCN(C(=O)c2cc3cccnc3n(Cc3ccccc3)c2=O)CC1	-8.0&-3.0
Cc1cccc(NC(N)=Nc2nc(C)cc(=O)[nH]2)c1	1.2
COC(=O)c1sccc1S(=O)(=O)N1CCC(Oc2cccc3cccnc23)CC1	-4.0
O=C(c1ccccc1C(F)(F)F)N1CCN(C(=O)C2CC2c2ccc(F)cc2)CC1 (stereo not drawn)	-12.0
COc1ccc(NN=C(C#N)C(=N)N2CCCCC2)cc1	17.7
O=C(NCCn1nc(-c2ccsc2)cc1C1CC1)Nc1c(F)cccc1F	1.0
CCOC(=O)Nc1nc2c(s1)CN(C(=O)Nc1ccccc1)CC2	-9.0
Nc1ccc(C(=O)NN=Cc2ccc(N3CCOCC3)s2)cc1	1.5
CCOc1ccc(-c2nnc3n(Cc4c(F)cccc4Cl)c4c(=O)n(C)c(=O)n(C)c4n23)cc1	-2.0
S=c1[nH]nc(COc2ccccc2)n1N=Cc1ccco1	-1.5
Cc1ccc(Nc2cc(C)nc(Nc3ccc(NC(=O)c4ccccc4C)cc3)n2)cc1	-13.0
CCN(CC)CCN(C(=O)c1ccc(S(=O)(=O)N2CCCC2)cc1)c1nc2c(F)cccc2s1	14.0
COc1ccc(NC(=O)CCCOc2ccccc2OC)c(OC)c1	4.0
Cn1c(SCC(=O)Nc2ccccc2C(F)(F)F)nnc1-c1ccc(=O)n(C)c1	-1.0
COc1ccc(F)cc1S(=O)(=O)NCCn1ncc2c(N3CCOCC3)ncnc21	-13.0
NCc1nc(C2CCCC2)no1	3.0
CC(C)C(=O)Nc1ccc(S(=O)(=O)NCCn2ncccc2=O)cc1	-10.0
C=CCN1C(=O)C(C)(C)COc2ccc(NS(=O)(=O)Cc3ccccc3Cl)cc21	-16.0

The list goes on:
SMILES	PriA SSB inh
NS(=O)(=O)c1ccc(NN=Cc2ccc3c(c2)OCO3)c([N+](=O)[O-])c1	-2.1
Cn1nc(CNC(=O)Nc2ccc3c(c2)OCO3)cc1-c1ccco1	0.0
N#CC12CC3CC(CC(C3)C1)C2	8.0
Cc1cc(C(=O)N2CCN(c3nc4c(Cl)cccc4s3)CC2)on1	-14.0
COC(=O)c1ccccc1NC(=O)CC1CCCCN1S(=O)(=O)c1cccs1 (stereo not drawn)	4.0
O=c1[nH]c(=S)n(-c2ccc(Cl)cc2)c(O)c1C=NN1CCOCC1	0.1
Cc1noc(C)c1S(=O)(=O)N1CCc2oncc2C1	-1.0
Cc1ccc(S(=O)(=O)N=C2C(=O)c3ccccc3C([O-])=C2n2cc[n+](CCC(C)C)c2)cc1	-10.1
C=CCNC(=S)N=Cc1c(O)[nH]c(=O)[nH]c1=O	-9.1
Cc1nn(C)c(C)c1S(=O)(=O)N1CCO[C@H](c2ccccc2)C1	-8.0
NS(=O)(=O)c1ccc(NC(=O)C2CCN(c3ccc(-c4cccnc4)nn3)CC2)cc1	-24.0&0.0
COc1ccc(CC(=O)NCC(c2ccsc2)N2CCc3ccccc3C2)cc1OC (stereo not drawn)	2.0
O=S(=O)(c1ccc(Cl)s1)N1Cc2cnc(N3CCOCC3)nc2C1	-6.0
Cc1cc(NC(=O)C(=O)NCC(O)(c2ccco2)C2CC2)no1 (stereo not drawn)	-7.0
CC(=O)Nc1ccc(C=NN2C(C)CCCC2C)cc1 (stereo not drawn)	-17.9
CC1CCN(S(=O)(=O)c2ccc(NC(=O)COc3ccc4ccccc4c3)cc2)CC1	-8.0
COc1ccc(S(=O)(=O)Nc2cccc(C(=O)Nc3nnc(C4=COCCO4)o3)c2)cc1	56.0*
O=S(=O)(NC1c2cccc3cccc(c23)C1Cl)c1ccc(Cl)cc1 (stereo not drawn)	-1.0
Cc1cn2nc(C(=O)NCCN3CCCc4ccccc43)cc2c(=O)[nH]1	-7.0
CCOC(=O)N1CCN(S(=O)(=O)c2ccc(C(=O)Nc3c(C(N)=O)oc4ccccc34)cc2)CC1	-16.0
COc1ccc(CCS(=O)(=O)Nc2ccc3c(c2)N(C(=O)C2CCCC2)CC3)cc1	-1.0
CC(=NN=C(N)SC1CC(=O)N(c2ccc(Cl)c(Cl)c2)C1=O)c1cccs1 (stereo not drawn)	2.3
CCN(CC)c1ccc(C=Nn2c(C)nc3ccccc3c2=O)cc1	1.2
COc1ccc(CC(=O)N2CCN(c3ccc(Nc4ccccn4)nn3)CC2)cc1	-5.0
O=C1C(=O)N(CCN2CCOCC2)C(c2ccncc2)C1=C(O)c1ccc2c(c1)OCO2 (stereo not drawn)	-21.6

Continued:
SMILES	PriA SSB inh
COc1ccc(OC)c2sc(N3CCN(C(=O)NCc4ccc(F)cc4)CC3)nc12	-9.0
O=C(Nc1ccc(Br)cc1)C1Cc2ccccc2OC1=NO (stereo not drawn)	-2.1
O=S(=O)(Cc1ccc(F)cc1)NCc1cc(-c2cccs2)n(C2CCCC2)n1	9.0
O=C(CNC(=O)c1cccc(Br)c1)NN=Cc1cccs1	3.5
COc1cc(C(=O)NN=Cc2ccccn2)cc(OC)c1OC	-4.5
COc1ccc(CCC(=O)NCCCn2nc(-c3ccccc3)ccc2=O)cc1	2.0
COC(=O)c1ccc(NC(=O)Cn2ncn3nc(-c4ccc(C)c(C)c4)cc3c2=O)cc1	1.0
O=C(NN=Cc1ccccn1)c1cccc(S(=O)(=O)Nc2ccccc2Cl)c1	-2.2
COCCNC(=S)NN=C(C)c1cccc([N+](=O)[O-])c1	-5.5
O=C(O)/C=C\C(=O)NCCc1ccccc1	-16.0
C=CCN1C(=O)C(CC(=O)Nc2ccc(Br)cc2)SC1=Nc1ccc(C(=O)O)cc1 (stereo not drawn)	-3.0
COC(=O)c1cc(OCC(=O)Nc2cc(F)ccc2F)c2cc(OC)c(OC)cc2n1	-13.0
O=S1(=O)CCC(Nc2ncnc3c2cnn3-c2ccc(F)cc2)C1 (stereo not drawn)	-2.0
C/C=C/c1ccc(OCCn2c(C3CC(=O)N(c4ccccc4OC)C3)nc3ccccc32)c(OC)c1 (stereo not drawn)	-20.0
O=C(CSc1nnc2ccc(-c3cccs3)nn12)NCCc1ccccc1	6.0
CN1c2ccc(Cl)cc2C(=O)NC12CCN(C(=O)c1ccc3c(c1)OCO3)CC2	-1.0
CC(C)c1ccc(S(=O)(=O)Nc2ccc3c(c2)CN(C(=O)c2cccs2)CC3)cc1	3.0
O=C(NCC(c1cccs1)N1CCOCC1)c1c(F)cccc1Cl (stereo not drawn)	5.0
CC(=NOCON=C(C)c1ccc(F)cc1)c1ccc(F)cc1	-16.3
Cc1cc(=O)[nH]c(-n2nc(C)c(CCC(=O)Nc3cccc(C)c3C)c2C)n1	-5.0
CCOc1cc(NS(=O)(=O)c2ccccc2F)ncn1	2.0
Cn1cc(C(=O)Nc2ccc(F)c(Cl)c2)c2nn(-c3ccccc3)c(=O)c-2c1	6.0
Oc1c(Br)cc(Br)cc1C=Nc1ccc2c3c(cccc13)CC2	10.0
CCc1ccccc1NC(=O)Cc1csc(Nc2ccc(F)cc2)n1	-4.0&10.0
O=C(NC(=S)NCCOCc1ccc(Cl)cc1)c1cncc(Br)c1	5.0

Further structures
SMILES	PriA SSB inh
COC(=O)c1ccccc1C(=O)N(CC1CCCO1)c1nc2c(Cl)cccc2s1 (stereo not drawn)	0.0
Nc1nnc(Cc2ccc3c(c2)OCO3)o1	15.0
CCOC(=O)c1c(C)oc2cc(Br)c(OCCOc3ccccc3F)cc12	-10.0
C[C@](O)(CNC(=O)C(=O)Nc1ccccc1Cl)c1ccc(-c2ccccc2)cc1	-10.0
COc1ccc(Br)c(C(=O)NC[C@](C)(O)c2ccc(-c3ccccc3)cc2)c1	-12.0
Cn1nccc1C(=O)Nc1nnc(-c2cc(Cl)ccc2Cl)o1	-17.0
O=C(COc1coc(CN2CCc3ccccc3C2)cc1=O)Nc1ccc2c(c1)OCO2	-4.0
O=C(Nc1nc2ccccc2s1)c1ccc(=O)n(Cc2ccc(F)cc2)n1	-9.0
O=C(Cc1cccs1)Nc1c(C(=O)Nc2ccc(F)c(F)c2)oc2ccccc12	13.0
CC1C2CC(CC2=NNC(=O)c2cccs2)C1(C)C (stereo not drawn)	-16.8
O=C(NC[C@@H](c1cccs1)N1CCc2ccccc21)C(=O)Nc1cc(F)ccc1F	8.0
O=C(NCCCn1nc(-c2ccc(Cl)cc2)ccc1=O)Nc1ccc(F)cc1F	-7.0
COc1ccc(OC)c(-c2cc(C(=O)N3CCC(COCc4ccc(Cl)cc4)CC3)n(C)n2)c1	-6.0
COC(=O)c1ccc(C2c3c(oc4ccc(F)cc4c3=O)C(=O)N2c2ccccn2)cc1 (stereo not drawn)	2.0
Cc1ccccc1[C@@H]1CCN(S(=O)(=O)c2ccc(F)cc2C)CCS1	-7.0
O=C(CCn1ccc(=O)[nH]c1=O)NCc1cc(-c2ccccc2F)on1	-10.0
COc1ccc(CC(=O)N2CCN=C2SCc2cccc(C(F)(F)F)c2)cc1	2.0
NC(=NOC(=O)COc1ccc(Cl)cc1Cl)c1ccncc1	-5.1
Cn1nnn(-c2ccc(NS(=O)(=O)c3ccccc3F)cc2)c1=O	-9.0
Cc1ccc(-n2ncc3c(C)nnc(SCC(=O)NCc4ccc5c(c4)OCO5)c32)cc1C	-3.0
CC(=O)N1CCN(c2cnnc(N(C)C)c2)CC1	-7.0
O=C(/C=C\c1ccccc1)NC1CC(=O)N(c2ccc(Cl)cc2)C1 (stereo not drawn)	-1.0
COc1cc(C=NN2CCN(Cc3ccc(Cl)cc3)CC2)ccc1OC(C)=O	3.0
Cc1noc(C)c1C(=O)N1CCS[C@H](c2ccccc2F)CC1	-8.0
O=C(NCCc1csc2nc(-c3cccs3)nn12)c1ccc2c(c1)OCO2	8.0

New compounds follow:
SMILES	PriA SSB inh
Cc1ccc(NC(=O)CC2SC(=Nc3nccs3)N(C)C2=O)c(C)c1 (stereo not drawn)	-13.6
Cc1cc(CNC(=O)C2(c3cccs3)CCCC2)c(C)o1	-8.0
O=C(O)C1CCCN(S(=O)(=O)c2ccc(Cl)cc2)C1 (stereo not drawn)	-14.0
[O-]C(=C(C(=S)Nc1ccc(Cl)cc1)[n+]1ccccc1)c1ccc(OC(F)F)cc1	1.4
Cc1cccnc1NC(=O)Cc1cc(-c2ccc3c(c2)OCO3)on1	-29.0
COC(CNC(=O)C(=O)Nc1cccc(N2CCCS2(=O)=O)c1)OC	-22.0
Cc1cc(C)nc(NN=Cc2cccc3ccccc23)n1	-9.2
COc1ccc(C(=O)SC2=NC(C)CC(=O)N2)cc1OC (stereo not drawn)	-11.0
CCn1nc(C(=O)N(CCN2CCOCC2)c2nc3ccc(OC)cc3s2)cc1C	-7.0
O=C(Nc1nc(-c2ccc3c(c2)CCCC3)cs1)C1CCN(S(=O)(=O)c2cccs2)CC1	3.0&4.0
COc1cc(/C=C\C(=O)Nc2nc3c(SC)cccc3s2)cc(OC)c1OC	-15.0
CCCNC(=O)CSc1nc(C)c(CC)c(=O)[nH]1	-2.0
CCn1cc(NC(=O)N(Cc2ccccc2)C(C)C)c2ccccc21	21.0
Nc1nc(NCCO)nc(NCCO)c1[N+](=O)[O-]	2.0
COc1ccc(S(=O)(=O)c2cnc(SCC(=O)Nc3ccc(C)cc3)[nH]c2=O)cc1OC	-21.0
NS(=O)(=O)c1ccc(NC(=O)c2ccc(-n3cncn3)nn2)cc1	-17.0
Cc1nc(SCc2cccc(Cl)c2)[nH]c(=O)c1CC(=O)Nc1nccs1	-15.0&4.0
NC(=O)C1CCN(c2ccc3cccc(OCC(=O)NCc4ccccc4Cl)c3n2)CC1	-12.0&8.0
Cc1nc2ccc(Cl)cn2c(=O)c1NC(=O)CC(c1ccccc1)c1ccccc1	-10.0&-1.0
CCOC(=O)c1c(NC(=O)CN2CCCCC2)sc(Cl)c1-c1ccccc1	-15.0&-17.0
O=C(CN1C(=O)CCC1=O)Nc1nc2ccc(Cl)cc2s1	-4.0
Cc1ccc([C@H](CNC(=O)C(=O)NC2CCCC2)OCCO)cc1	-8.0
CC(C)(C)c1csc(CN2CCNCC2)n1	10.0
C#CCOc1ccc(Br)cc1C=NO	-2.5
Cc1ccc(C=NNC(=O)c2nnn(-c3nonc3N)c2CN(C)C2CCCCC2)cc1	5.3
CN1CCOc2ccc(NS(=O)(=O)CC34CCC(CC3=O)C4(C)C)cc2C1=O (stereo not drawn)	-8.0
CC(=O)OC(C)(C)C(=O)NCC1(O)Cc2ccccc2C1	-1.0

A portion of the library. The share of hits here may be higher or lower than overall.
